USP8 inh: inhibitors of human USP8 deubiquitinase; P40818; purified USP8, Ub-rhodamine cleavage fluorescence, 30 min; 47,000 compounds, 4.2% hits; inhibition, % at 20 µM
USP17 block: inhibitors of human USP17 deubiquitinase | inhibition, % at 50 µM | A8MUK1 | 47,000 compounds, 6.5% hits | AID 1645855 | purified USP17, Ub-rhodamine cleavage fluorescence, 3 h
Target sequence (A8MUK1 whole entry, looked up): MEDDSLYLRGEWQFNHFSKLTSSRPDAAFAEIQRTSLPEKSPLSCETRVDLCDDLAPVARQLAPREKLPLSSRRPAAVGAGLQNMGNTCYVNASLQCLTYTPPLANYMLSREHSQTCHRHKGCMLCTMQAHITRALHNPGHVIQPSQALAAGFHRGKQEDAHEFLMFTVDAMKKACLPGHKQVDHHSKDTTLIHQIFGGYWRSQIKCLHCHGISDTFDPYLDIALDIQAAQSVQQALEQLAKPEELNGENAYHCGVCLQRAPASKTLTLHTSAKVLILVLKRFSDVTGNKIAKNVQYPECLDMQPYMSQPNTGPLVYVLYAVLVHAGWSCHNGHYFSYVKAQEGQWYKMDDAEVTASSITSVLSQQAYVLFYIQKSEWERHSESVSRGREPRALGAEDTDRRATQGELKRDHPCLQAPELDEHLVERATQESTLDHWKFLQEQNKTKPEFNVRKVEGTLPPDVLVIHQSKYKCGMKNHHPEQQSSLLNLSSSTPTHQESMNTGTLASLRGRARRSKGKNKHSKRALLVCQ
USP28 block: human USP28 deubiquitinase inhibition; Q96RU2; purified USP28, Ub-rhodamine cleavage fluorescence, 30 min; inhibition, % at 25 µM; 47,000 compounds, 3% hits; AID 1645857
USP30 block: blocks human USP30 ubiquitin-rhodamine cleavage; Q70CQ3; purified USP30, Ub-rhodamine cleavage fluorescence; inhibition, % at 25 µM; 47,000 compounds, 5.3% hits; AID 1645860
UCHL1 inh: human UCHL1 deubiquitinase inhibition | 47,000 compounds, 0.2% hits | purified UCHL1, Ub-rhodamine cleavage fluorescence | AID 1645859 | P09936 | inhibition, % at 20 µM
Target sequence (P09936 whole entry, looked up): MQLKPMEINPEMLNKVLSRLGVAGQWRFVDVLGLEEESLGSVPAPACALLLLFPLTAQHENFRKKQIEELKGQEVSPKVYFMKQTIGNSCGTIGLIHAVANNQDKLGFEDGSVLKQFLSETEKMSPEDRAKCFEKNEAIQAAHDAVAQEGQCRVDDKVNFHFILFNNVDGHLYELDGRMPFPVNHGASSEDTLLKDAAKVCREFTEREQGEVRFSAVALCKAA
OTUD3 block: human OTUD3 deubiquitinase inhibition; Q5T2D3; purified OTUD3, Ub-rhodamine fluorescence, 2 h; inhibition, % at 25 µM; 47,000 compounds, 0.7% hits
USP7 block: inhibitors of human USP7 deubiquitinase; 47,000 compounds, 0.3% hits; Q93009; purified USP7, Ub-rhodamine cleavage fluorescence; inhibition, % at 20 µM; AID 1645854
USP10 inh: blocks human USP10 ubiquitin-rhodamine cleavage; Q14694; purified USP10, Ub-rhodamine fluorescence, 60 min; inhibition, % at 20 µM; 47,000 compounds, 1.1% hits; AID 1645856
Starred values were filed as active, the others as inactive; i = inactive; · = no result given. Rule as the data show it: active = inhibition above about 30%; inactive = the rest.

SMILES	USP8 inh	USP17 block	USP28 block	USP30 block	UCHL1 inh	OTUD3 block	USP7 block	USP10 inh
c1ccc2sc(CN3CCCCC3c3nc4ccccc4s3)nc2c1 (centres undefined)	-114	-41	-32	-112	-11	-29	-13	-3
CN(C)c1cc(C(=O)NC2CC2)c2cc(F)ccc2n1	-1	-3	-2	3	-4	-2	-1	-4
CCOc1nc2cccnc2n(CC(=O)Nc2ccccc2OC)c1=O	-7	-44	-36	-148	-3	-27	-1	-2
COc1ccccc1CN1C(=O)c2cc3ccccc3n2CC1(C)C(=O)NC1CCCC1 (centres undefined)	30	0	-11	-40	3	-5	2	21
Cc1cccc(CN2CCC3(CC2)CN(c2cncnc2)C(=O)CO3)n1	-99	-40	-33	-118	-14	-26	-15	-9
O=C(Nc1cc(S(=O)(=O)N2CCOCC2)ccc1Cl)c1cc2c(s1)CCCC2	0	4	0	-1	2	-6	6	7
CN(C)Cc1cc(C2CCN(C(=O)c3n[nH]c4c3CCCCCC4)CC2)nn1C	-29	0	1	7	-1	0	-1	0
Cc1nc(N2CCC(C)CC2)c2c(C)c(C(=O)NCc3ccc(F)cc3)sc2n1	10	0	3	2	9	11	8	10
COc1ccc(NC(=O)CSc2cn(CC(=O)N3CCCC3)c3ccccc23)cc1	-39	8	10	19	2	3	6	2
CCc1cc(C2CCCN2C(=O)c2cc(-c3ccccc3F)no2)on1 (centres undefined)	1	-6	1	-41	1	5	-4	3
O=C(Cc1ccccc1)N1CCc2c(nc(-c3ccccc3)[nH]c2=O)C1	-4	2	0	-2	3	9	5	-2
COc1ccccc1C(=O)Nc1cc(=O)[nH]c2nc(Cc3ccccc3)nn12	18	·	-1	15	0	18	6	5
Cc1nc(-c2ncc(C)[nH]2)cc(C2CCCCN2S(=O)(=O)N(C)C)n1 (centres undefined)	-10	-10	-5	-14	-5	-4	-2	-2
CCN1CCN(c2nnc(-c3nc(C4CC4)no3)c3ccccc23)CC1	-4	-9	6	-20	1	-5	-5	0
O=C(C1COc2ccccc2O1)N1CCN(c2nc(C(F)(F)F)nc3ccccc23)CC1 (centres undefined)	12	-13	0	-8	0	4	-2	-2
CC1Oc2ccccc2C(=O)N(Cc2ccccc2F)C1=O (centres undefined)	24	22	30	21	4	15	-57	6
Cc1nnc(C2CCN(CC(=O)Nc3ccc(C)c(C)c3)CC2)s1	-12	-3	-2	2	1	0	2	1
N#Cc1cc([N+](=O)[O-])ccc1NC(=O)COC(=O)CCCc1c[nH]c2ccccc12	-72	5	3	8	0	4	4	29
O=C(NCCc1ccncc1)C1CN(C(=O)c2ccc(F)cc2)CC12CCOCC2 (centres undefined)	11	6	11	18	0	16	6	1
COc1ccc(C)cc1NC(=O)c1ccc(-n2nnnc2SC)cc1	17	73*	28	52*	2	14	7	1
CN1CCCC12Cc1ccccc1CN(C(=O)c1ccccc1)C2 (centres undefined)	-86	-46	-37	-136	-6	-27	-5	-9
O=C(C1CCCCC1)N1CCCC(c2ccnc3ncnn23)C1 (centres undefined)	16	10	10	22	1	8	0	3
Cc1ccc(S(=O)(=O)c2cn(CC(=O)NC3CCCC3)c3nc(C)ccc3c2=O)cc1	-14	-15	-13	-77	-3	-8	0	-4
Cn1c(C(=O)N2CCCCC2c2ncc(Cc3cccc(F)c3)o2)cc(=O)n(C)c1=O (centres undefined)	14	8	9	24	1	14	-3	1
O=C(NCC1CC1)C1CCCN(c2ccc(-c3ccccc3)nn2)C1 (centres undefined)	0	-10	-3	0	0	30*	-5	0
Cc1cc(Sc2cccc(C(F)(F)F)c2)nc2ccc(Cl)cc12	2	14	13	23	4	20	1	1
O=C(Nc1ccnn1C1CCN(Cc2ccc3cccc(F)c3n2)CC1)C1CC1	-15	-25	-16	-65	-4	-6	-1	-6
CCCN(Cc1cc2cc(C)ccc2[nH]c1=O)S(=O)(=O)c1ccccc1	0	11	-3	2	3	5	6	5
NC(=O)c1sc2ncccc2c1C1CCN(c2ncccn2)CC1	-1	-6	-4	0	-1	0	0	-1
Cc1ccc(NC(=O)C(CC(C)C)NC(=O)c2ccc(C34CC5CC(CC(C5)C3)C4)cc2)nc1 (centres undefined)	11	5	-1	11	4	6	6	6

A draw from above in order of SMILES length, high to low:
SMILES	USP8 inh	USP17 block	USP28 block	USP30 block	UCHL1 inh	OTUD3 block	USP7 block	USP10 inh
Cn1c(C(=O)N2CCCCC2c2ncc(Cc3cccc(F)c3)o2)cc(=O)n(C)c1=O (centres undefined)	14	8	9	24	1	14	-3	1
O=C(NCCc1ccncc1)C1CN(C(=O)c2ccc(F)cc2)CC12CCOCC2 (centres undefined)	11	6	11	18	0	16	6	1
Cc1nnc(C2CCN(CC(=O)Nc3ccc(C)c(C)c3)CC2)s1	-12	-3	-2	2	1	0	2	1

(listing goes on)
SMILES	USP8 inh	USP17 block	USP28 block	USP30 block	UCHL1 inh	OTUD3 block	USP7 block	USP10 inh
CCOc1ccc(C(=O)N2CCC(Nc3cccnc3)C2)cc1 (centres undefined)	49*	-15	-93	-357	-7	-81	-15	-7
COC(=O)c1ccc(CSc2nc3ccncc3n2C(C)C(=O)OC)cc1 (centres undefined)	-17	0	10	0	-1	-1	5	-5
Cc1ccccc1CNC(=O)c1ccc(-c2ccc(N3CCCC3)nn2)cc1	4	48*	4	-3	0	-13	3	10
Fc1ccc(Sc2ncccc2-c2nc3ccccc3s2)cc1	16	14	20	22	1	22	9	4
Cn1c(C(=O)O)c(CNCCC2=CCCCC2)c2ccccc21	-2	-17	-20	-14	-5	-2	2	-3
COc1ccccc1N1CCN(CC(O)c2c[nH]c3ccc(F)cc23)CC1 (centres undefined)	-34	-32	-33	-99	-17	-19	-20	-5
CCS(=O)(=O)N1CCOC2(CCCN(c3ncc(F)cn3)C2)C1 (centres undefined)	-41	-12	-3	-15	-2	1	-3	0
CC1(CNC(=O)Cn2cc(NC(=O)Cc3ccccc3F)cn2)CCCO1 (centres undefined)	-10	4	0	1	-2	2	1	1
O=C(CC1(O)CCCCC1)N1CCNCC1c1ccccc1 (centres undefined)	3	3	4	10	1	7	-1	2
Cc1nn(-c2ccccc2)c(C)c1S(=O)(=O)NC1CC1	1	0	1	-3	0	-2	-2	-1
CCOc1cccc2c1OC(C)(C)[C@H]1CC3(CCN(C(=O)c4cccc5c4OCCO5)CC3)CO[C@H]21	7	1	-2	0	0	-1	2	-3
CSc1cccc(NC(=O)Cn2c(=O)n(-c3cc(C)cc(C)c3)c(=O)c3oc4ccccc4c32)c1	-7	14	-1	-30	0	-4	5	-4
Cn1c(=O)c2ccc(C3CCCCN3C(=O)c3ccncc3)nc2n(C)c1=O (centres undefined)	1	-6	-12	-3	-3	0	5	5
CCN1C(=O)[C@H]2CN(C(C)=O)C[C@H]2C12CCN(C(=O)NCCc1ccc(F)cc1)CC2	-2	3	-1	-1	-3	0	-2	0
O=C(Cc1ccccc1)N1CCN(c2cc(C(F)(F)F)nc3ccccc23)CC1	-46	-1	9	25	4	4	6	2
CC1(C)CC[C@]2(C)CC[C@]3(C)C(=CCC4[C@@]5(C)CC[C@H](O)C(C)(C)C5CC[C@]43C)C2C1 (some centres undefined)	9	2	5	29	-1	-8	4	5
Cc1cccc(-n2c(=O)[nH]c3c(c2=O)C(C)(C)Cc2ccccc2-3)c1	4	2	-4	0	-3	-10	2	6
O=C(NC1CC1)N1CCOC2(CCCN(c3cnccn3)C2)C1 (centres undefined)	-15	-7	-4	0	-1	-6	-3	-1
Cc1ccc(NC(=O)N2CCC(c3nc4ncccc4[nH]3)CC2)cc1	3	-12	·	·	-2	4	1	0
COc1ccc(NC(=O)C(C)OC(=O)CNC(=O)c2ccc(Cl)cc2Cl)cc1 (centres undefined)	0	-23	1	24	1	3	-16	0
Cc1cc(C)n2c(Br)c(CN3CCN(c4ccccc4)CC3)nc2n1	-27	-16	-11	-4	0	-9	0	-2
O=C(O)c1ccccc1C(=O)N1CCC(c2nc(-c3cccnc3)no2)CC1	8	7	4	13	0	1	3	-1
COc1ccc(CC(=O)Nc2ccc3c(c2)Sc2ncccc2C(=O)N3C)cc1	28	-20	0	-25	1	-1	5	-5
CCN(CC)c1cc(C)c2cc(NC(=O)CCc3ccc(OC)cc3)ccc2n1	54*	13	46*	5	7	13	8	2
O=C(O)CC(NC(=O)c1cnn(Cc2ccccc2)c1)c1ccccc1 (centres undefined)	-9	-6	-14	5	-3	-13	-3	-2
CCc1ccc(-c2cc3c(=O)n(CC(=O)NCC4CCCN4CC)ncn3n2)cc1 (centres undefined)	-3	-5	3	3	-1	-2	-5	-2
CCn1cc(SCC(=O)N2CCOCC2)c2ccccc21	-13	-2	-15	-21	-3	-18	-3	0
Nc1cccc(C2CN(Cc3ccnc(N4CCCC4)n3)CCO2)n1 (centres undefined)	3	-9	-7	-48	0	-3	6	-6
O=C(NCc1nc(-c2ccc3c(c2)ncn3C2CCCC2)no1)c1cccs1	-42	1	-34	-243	-21	-34	-15	-2
O=C1CC(C(=O)Nc2ccccc2F)n2c(nc3ccccc32)N1 (centres undefined)	39*	19	9	20	3	11	13	20

Shown bar-delimited: entries from further up.
canonical_smiles | USP8 inh | USP17 block | USP28 block | USP30 block | UCHL1 inh | OTUD3 block | USP7 block | USP10 inh
O=C(O)CC(NC(=O)c1cnn(Cc2ccccc2)c1)c1ccccc1 (centres undefined) | -9 | -6 | -14 | 5 | -3 | -13 | -3 | -2
CCc1ccc(-c2cc3c(=O)n(CC(=O)NCC4CCCN4CC)ncn3n2)cc1 (centres undefined) | -3 | -5 | 3 | 3 | -1 | -2 | -5 | -2
CCn1cc(SCC(=O)N2CCOCC2)c2ccccc21 | -13 | -2 | -15 | -21 | -3 | -18 | -3 | 0
Nc1cccc(C2CN(Cc3ccnc(N4CCCC4)n3)CCO2)n1 (centres undefined) | 3 | -9 | -7 | -48 | 0 | -3 | 6 | -6
O=C(NCc1nc(-c2ccc3c(c2)ncn3C2CCCC2)no1)c1cccs1 | -42 | 1 | -34 | -243 | -21 | -34 | -15 | -2

New compounds follow:
SMILES	USP8 inh	USP17 block	USP28 block	USP30 block	UCHL1 inh	OTUD3 block	USP7 block	USP10 inh
COc1ccc(-c2nonc2NC(=O)C(C)Oc2ccccc2Cl)cc1OC (centres undefined)	-2	-2	-3	0	1	-5	2	4
CC(=O)Nc1ccc(C(=O)OC(C)C(=O)Nc2ccc(C(N)=O)cc2)cc1 (centres undefined)	-1	15	8	18	1	7	2	-2
O=C(c1ccccn1)N1CC[C@@H]2CNS(=O)(=O)[C@@H]2CC1	-8	10	2	-12	0	6	2	0
COCCN(C1CCN(CCc2ccc(Cl)cc2)CC1)S(=O)(=O)c1cccc2cccnc12	-9	-42	-199	i	0	-67	-8	-3
COc1ccc(NC(=O)c2cccc(-c3noc(C4CCC4)n3)c2)c(OC)c1	6	4	1	11	6	3	4	2
Cc1noc(C)c1CCC(=O)N1CCC(c2onc3c2CC(C)CC3)CC1 (centres undefined)	-3	-8	-4	0	-3	-10	0	-1
COc1ccc(CN2Cc3c(C(=O)N(C)C)nn(C)c3C2)cc1	-46	-8	-4	5	1	1	2	2
COc1ccccc1C(=O)N1CCN(C(=O)c2cc(-c3ccc(F)cc3)n[nH]2)CC1	-198	-3	20	-3	0	0	0	0
O=C(c1cccnc1)N1CC[C@@H]2CN(Cc3cccc(Cl)c3)S(=O)(=O)[C@@H]2CC1	-29	3	12	15	-1	12	0	2
CC1(C(=O)NC2CCCC2)CCC(=O)N1Cc1cccc(F)c1 (centres undefined)	-6	-20	-23	-18	-3	-4	-4	-1
CCOC(=O)c1cc2c(ccn2-c2ccc(F)cc2)n1Cc1cccc2ccccc12	23	-4	-21	-112	-1	-27	1	-4
CCCc1ccccc1OCCNC(=O)/C=C/c1ccc(OC)c(OC)c1	-1	0	27	-10	8	6	6	7
O=C1c2ccccc2-n2c1nc1ccccc1c2=O	21	50*	-7	-12	8	-14	0	5
Cc1ccccc1NC(=O)N1Cc2cccn2-c2ccccc21	3	-4	0	-45	-1	1	-13	4
Cc1cccc(C)c1NC(=O)c1c(C)sc2c(=O)n(C(C)C)cnc12	-2	0	-8	-22	-3	-6	-2	-5
Cc1n[nH]c(C)c1CCc1nc2c3ccccc3nc(SCC(=O)c3ccc(F)cc3)n2n1	11	53*	8	71*	8	12	4	0
Cc1cc(-c2cnc(N3CCCCC3)nc2[C@@H]2CCCO2)on1	-11	-8	1	-15	-2	-1	-22	0
Cc1nc2ccn(Cc3cccs3)c(=O)c2cc1C(=O)NCC1CCCO1 (centres undefined)	15	3	13	8	0	19	2	2
COc1ccccc1-c1cc(NC(C)=O)c2ncc(-c3ccc(S(C)(=O)=O)cc3)n2c1	69*	39*	-7	-42	0	-16	1	-4
